Screens (PubChem BioAssay)
GRK2 inh = human GRK2 inhibition via aptamer displacement; inhibition of aptamer binding, % at 10 µM; AID 488847; P25098; bead flow cytometry, FAM-aptamer displacement from GRK2; 0.59% of 330,000 active;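 active = inhibition of aptamer binding above 40%, roughly 3 SD of noise, on plates passing a quality check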;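 note: median bead fluorescence of bound FAM aptamer so fluorescent compounds give negative values; no value below 0 was filed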
CIT2 TOR yeast = alters CIT2-GFP fluorescence in TOR pathway yeast screen; GFP response vs DMSO, % at 10 µM; AID 2029; 0.065% of 320,000 active; S. cerevisiae CIT2-GFP strain, flow cytometry, 3 h; 100 means same as DMSO wells;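 active = GFP response relative to DMSO above a set limit, near the screen mean plus 3 SD, cut at about 150% in these data; inconclusive = Fewer than 70 cells measured for a yeast strain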;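 note: ratio of well median GFP fluorescence to mean of DMSO wells on the plate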
MEP2-GFP yeast = yeast TOR pathway MEP2-GFP modulation; S. cerevisiae MEP2-GFP strain, flow cytometry GFP, 3 h; 100% = DMSO control level; GFP response vs DMSO, % at 10 µM; 0.51% of 330,000 active; AID 2016;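 active = GFP response versus DMSO above a set limit, roughly screen mean plus 3 SD, cut at about 180% in these data; inconclusive = fewer than 70 cells counted for a yeast strain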;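 note: median GFP fluorescence of the barcode-gated MEP2-GFP cells per well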
CR mimetic SO = yeast age-related superoxide inhibition as caloric restriction mimetic; S. cerevisiae aged cells, superoxide DHE fluorescence; stronger effect = lower value; superoxide response (% of plate mean), % at 10 µM; 0.18% of 330,000 active;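 active = superoxide response under a set limit, about three screen SD below normal, cut at about 65% in these data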;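 note: yeast aged for seven days with compound at 30 °C before DHE staining; 100% = average MFI of all compound-treated wells on the plate with controls excluded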
LAP4-GFP MLPCN = modulators of TOR pathway LAP4-GFP in S. cerevisiae; GFP response vs DMSO, % at 10 µM; AID 2023; 0.34% of 320,000 active; S. cerevisiae LAP4-GFP multiplex, flow cytometry GFP, 3 h; median GFP as percent of DMSO wells;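 active = GFP response vs DMSO above a set limit, about the screen mean plus 3 SD, cut at about 150% in these data; inconclusive = under 70 cell events counted for the yeast strain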
RPL19A-GFP yeast = alters RPL19A-GFP fluorescence in TOR pathway yeast screen. 0.3% of 330,000 active. percent response vs DMSO, % at 10 µM. S. cerevisiae RPL19A-GFP strain, flow cytometry, 3 h; stronger effect = lower value;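 active = percent response vs DMSO below 50%; inconclusive = fewer than 70 events counted for the yeast strain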;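 note: median channel GFP fluorescence of the barcoded RPL19A-GFP strain; ratio of sample median GFP to plate DMSO average so 100% = DMSO; lower means less RPL19A-GFP as with rapamycin TOR inhibition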
VLA-4 inh = inhibition in a human VLA-4 binding assay. inhibition, % (about 7 µM as worked out from the volumes in the protocol). 0.2% of 330,000 active. VLA-4 expressing cells, ligand binding flow cytometry; in the data active = inhibition above about 50%
Target sequence (P13612 whole entry, looked up): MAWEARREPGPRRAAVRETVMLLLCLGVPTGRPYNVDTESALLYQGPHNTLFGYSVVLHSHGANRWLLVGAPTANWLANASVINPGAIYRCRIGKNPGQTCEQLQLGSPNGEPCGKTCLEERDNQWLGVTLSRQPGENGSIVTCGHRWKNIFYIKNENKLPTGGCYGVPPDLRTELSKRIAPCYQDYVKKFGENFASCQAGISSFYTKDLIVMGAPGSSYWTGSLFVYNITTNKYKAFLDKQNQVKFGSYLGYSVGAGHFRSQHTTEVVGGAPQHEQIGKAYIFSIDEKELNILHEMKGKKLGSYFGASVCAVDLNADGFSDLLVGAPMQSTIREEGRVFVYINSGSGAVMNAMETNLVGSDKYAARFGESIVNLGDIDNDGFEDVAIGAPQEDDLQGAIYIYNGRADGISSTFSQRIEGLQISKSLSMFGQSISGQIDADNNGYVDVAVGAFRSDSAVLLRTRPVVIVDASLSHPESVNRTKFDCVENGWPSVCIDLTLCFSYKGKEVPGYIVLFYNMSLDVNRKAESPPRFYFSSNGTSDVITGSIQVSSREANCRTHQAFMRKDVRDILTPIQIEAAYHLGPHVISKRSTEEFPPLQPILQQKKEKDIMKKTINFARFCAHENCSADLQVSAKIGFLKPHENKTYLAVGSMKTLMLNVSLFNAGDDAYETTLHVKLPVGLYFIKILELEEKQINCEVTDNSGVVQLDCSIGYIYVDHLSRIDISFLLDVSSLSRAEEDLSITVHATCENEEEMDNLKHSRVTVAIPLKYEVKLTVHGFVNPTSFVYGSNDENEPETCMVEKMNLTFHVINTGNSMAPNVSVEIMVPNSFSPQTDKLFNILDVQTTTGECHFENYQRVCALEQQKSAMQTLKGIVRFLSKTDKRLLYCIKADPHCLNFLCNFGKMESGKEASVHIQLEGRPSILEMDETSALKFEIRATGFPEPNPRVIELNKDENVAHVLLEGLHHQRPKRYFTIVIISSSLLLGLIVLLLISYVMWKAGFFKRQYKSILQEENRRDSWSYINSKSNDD
AGP1-GFP MLPCN = alters AGP1-GFP fluorescence in TOR pathway yeast screen; S. cerevisiae AGP1-GFP multiplex flow cytometry, 3 h; GFP as percent of DMSO wells; GFP response vs DMSO, % at 10 µM; 0.02% of 320,000 active; AID 2066;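 active = GFP response relative to DMSO above a set limit, near screen average plus 3 SD, cut at about 150% in these data; inconclusive = fewer than 70 cells counted for the yeast strain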;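 note: median GFP channel fluorescence of the gated AGP1 strain per well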
Numbers without * were called inactive; ? = inconclusive; . = no result given; [ ] = dose if it differs, or a comment.

SMILES	GRK2 inh	CIT2 TOR yeast	MEP2-GFP yeast	CR mimetic SO	LAP4-GFP MLPCN	RPL19A-GFP yeast	VLA-4 inh	AGP1-GFP MLPCN
COc1ccc(-n2c(Cc3cccn3C)nnc2SCC(=O)N2CCCc3ccccc32)cc1	2	109	113	103	106	104	13	106
Cc1ccc(S(=O)(=O)Nc2ccc(NC(=O)Nc3cccc(C(F)(F)F)c3)cc2)cc1	0	95	103	105	85	102	17	91
Cc1ccc(S(=O)(=O)N2CCCCC2)cc1NC(=O)CCOc1ccccc1	3	94	105	79	96	104	-5	100
O=C(/C=C/c1ccco1)NCCc1ccc(F)cc1	2	109	105	82	103	105	1	99
O=C(Cn1nc(-c2ccccc2Cl)ccc1=O)Nc1ccc(Br)cc1	0	95	104	121	102	101	5	93
O=C(c1ccccc1)c1ccc(-n2ccnc2)c([N+](=O)[O-])c1	2	82	104	112	102	99	5	92
CCN(CC)CCCN1CC(=O)N2[C@@H](Cc3c([nH]c4ccccc34)C2(C)C)C1=O	0	98	103	101	91	106	9	100
COc1ccccc1CNC(=O)C1CCCN(S(=O)(=O)c2cccc3cccnc23)C1 (stereo not drawn)	3	105	103	82	103	106	-4	110
CCOC(CCNC(=O)c1cn(-c2cccc(C)n2)cn1)OCC	0	104	107	87	106	99	4	102
COc1ccc2c(c1)C(c1ccccc1)=NNC(c1ccco1)=N2	0	95	96	99	107	98	-7	97
O=Cc1ccc(-c2ccc(F)cc2)o1	0	107	100	97	98	96	-12	100
C=CCSc1cc(C)nc2c(-c3ccccc3)c(C)nn12	0	103	93	89	111	101	9	108
CN(C)C1=NCCN1CCC1CCCCC1	3	94	98	104	98	93	13	94
COc1ccc(C)cc1C1=Nc2ccccc2C1(C)C	0	101	102	105	93	101	11	97
Cc1ccc(S(=O)(=O)/C(C#N)=C/c2c(N3CCN(Cc4ccccc4)CC3)nc3ccccn3c2=O)cc1	0	97	96	97	96	98	0	97
Cc1ccc2c(c1)nnn2C1CCN(C(=O)C23CC4CC(CC(C4)C2)C3)CC1	0	92	98	100	96	95	15	95
CCOC(=O)N1C(=O)[C@@](CC)(c2ccccc2)N1C(=O)OCC	2	99	101	101	107	100	4	98
COc1ccccc1C(=O)N1CCN=C1SC	3	112	104	89	105	100	-7	109
Cc1cc(C)cc(OCC(=O)OC/C(O)=C(\C#N)c2nc3ccccc3[nH]2)c1	0	93	103	97	101	103	-16	95
COc1ccc(Cl)cc1C(=O)NCc1cnn(C)c1C	0	107	118	65*	104	101	-5	107
Clc1ccc(/C=N/Nc2ncnc3nc[nH]c23)cc1	3	101	99	107	99	99	-8	98
Cc1ccc(C(=O)NCCSc2snnc2C)cc1	2	103	112	85	113	103	4	106
CNc1nnc(-c2ccc(OC)cc2)s1	0	96	99	89	114	98	-3	97
C/C(=C\c1ccc2c(c1)OCO2)C(=O)c1c(C)cc(C)[nH]c1=O	3	96	108	90	88	103	19	94
CCOC(=O)N1CCN(C(=O)c2ccccc2-c2ccccc2)CC1	0	86	92	110	99	97	-4	94
COc1ccc(S(=O)(=O)Nc2ccc(F)cc2F)cc1C(=O)N1CCOCC1	1	99	106	101	95	98	15	92
COc1ccc(S(=O)(=O)NC2CCCC2)cc1Br	0	92	102	102	94	104	14	104
CC1=CC(C)(C)N2C(=O)C3(C(C#N)=C(N)Oc4cc(C)oc(=O)c43)c3cc(C)cc1c32 (stereo not drawn)	1	89	91	93	82	84	11	88
NC(=O)NOCc1c(F)cccc1Cl	2	93	98	91	94	96	1	101
O=C(Nc1ccc(C(=O)N2CCCC(CO)C2)cc1)c1ccc(Br)o1 (stereo not drawn)	1	88	87	84	99	91	4	91
O=C(CSc1oc(-c2ccco2)nc1S(=O)(=O)c1ccc(Cl)cc1)NCC1CCCO1 (stereo not drawn)	3	102	105	113	112	103	1	105
COc1ccc(NC(=O)COc2cccc3c2CCN(Cc2cccnc2)C3=O)c(OC)c1	0	103	107	103	108	93	-7	110
CCCNC(=O)COc1ccc(S(=O)(=O)Nc2ccc(C)cc2)cc1	2	90	96	96	94	93	1	.
Cc1ccc(N=C2NC(=O)CS2)cc1	0	98	103	99	105	100	-1	107
O=C(COC(=O)Cc1n[nH]c(=O)c2ccccc12)NNC(=O)c1ccccc1	1	87	89	101	92	93	11	105
COCCNC(=O)C1CCN(S(=O)(=O)c2ccc3c(c2)OCCO3)CC1	1	88	102	97	101	95	10	102
CN(C)S(=O)(=O)n1cc(/C=C(\NC(=O)c2ccccc2Cl)C(=O)N2CCOCC2)c2ccccc21	0	101	98	89	85	101	10	99
N#Cc1ccc(OCC(=O)N2CCN(S(=O)(=O)c3ccc(Cl)s3)CC2)cc1	3	112	120	106	120	105	-17	109
O=C(CC1C(=O)NCCN1Cc1cccc(Oc2ccccc2)c1)NCc1cccnc1 (stereo not drawn)	0	.	100	98	97	93	15	99
N#Cc1ccc(OCC(=O)Nc2ccc(S(=O)(=O)N3CCOCC3)cc2)cc1	0	99	103	94	100	96	21	95
C/C(=N/Nc1ccc([N+](=O)[O-])cc1)c1ccc(C)cc1C	0	94	103	102	104	100	0	92
Clc1ccc(CSc2nnc(CNc3cccc(Cl)c3)o2)cc1	2	?	?	105	?	?	-2	?
O=C(Cc1ccc(S(=O)(=O)N2CCOCC2)s1)Nc1ccccc1N1CCCC1	0	94	100	108	108	100	-9	100
CSc1ccccc1C(=O)C1CCCN(C(=O)c2csnn2)C1 (stereo not drawn)	12	99	96	92	88	97	0	103
Cc1cc(OCC(=O)NCc2ccncc2)ccc1Cl	0	97	95	102	96	99	-2	100
COc1cc2c(cc1OC)CN(C(=O)CCOc1ccccc1)CC2	0	102	99	97	96	99	-1	102
CC(C)(C)c1cnnn1-c1cccc([N+](=O)[O-])c1	0	99	91	95	100	97	-6	98
Cc1cc(C)c(C(=O)N2CCCC(Nc3ccc(F)cc3)C2)o1 (stereo not drawn)	0	74	85	99	201*	67	13	59

Given field by field: entries from further up
> Cc1cc(C)c(C(=O)N2CCCC(Nc3ccc(F)cc3)C2)o1 (stereo not drawn)
  GRK2 inh: 0; CIT2 TOR yeast: 74; MEP2-GFP yeast: 85; CR mimetic SO: 99; LAP4-GFP MLPCN: 201*; RPL19A-GFP yeast: 67; VLA-4 inh: 13; AGP1-GFP MLPCN: 59

> Cc1ccc2c(c1)nnn2C1CCN(C(=O)C23CC4CC(CC(C4)C2)C3)CC1
  GRK2 inh: 0; CIT2 TOR yeast: 92; MEP2-GFP yeast: 98; CR mimetic SO: 100; LAP4-GFP MLPCN: 96; RPL19A-GFP yeast: 95; VLA-4 inh: 15; AGP1-GFP MLPCN: 95

> CCOC(CCNC(=O)c1cn(-c2cccc(C)n2)cn1)OCC
  GRK2 inh: 0; CIT2 TOR yeast: 104; MEP2-GFP yeast: 107; CR mimetic SO: 87; LAP4-GFP MLPCN: 106; RPL19A-GFP yeast: 99; VLA-4 inh: 4; AGP1-GFP MLPCN: 102

Going on with the list:
SMILES	GRK2 inh	CIT2 TOR yeast	MEP2-GFP yeast	CR mimetic SO	LAP4-GFP MLPCN	RPL19A-GFP yeast	VLA-4 inh	AGP1-GFP MLPCN
COc1cc(/C=N/NC(=O)CC2(C)OCCCO2)ccc1OCc1ccccc1	0	92	103	95	104	94	3	89
CN(C)c1ccc(C(=O)/C=C/c2ccc(Br)cc2)cc1	2	95	96	116	98	107	-11	104
Cn1c(=O)c2c(SCC(=O)N3CCOCC3)nc(C3CC3)nc2n(C)c1=O	2	100	113	92	111	102	-15	94
O=C(COc1ccccc1)N=C1SC2CS(=O)(=O)CC2N1c1ccccc1F (stereo not drawn)	0	84	146	78	113	99	-3	95
COc1ccc(Cl)cc1C(=O)Nn1cnc2ccccc2c1=O	0	78	97	92	80	116	12	87
Cc1ccc(-c2nnn(CC(=O)N(c3ccccc3F)C(C(=O)NC3CCCC3)c3ccncc3)n2)o1 (stereo not drawn)	0	96	102	106	94	100	0	95
Nc1cc(C(=O)OCC(=O)NCc2ccc(F)cc2)ccc1Cl	1	98	108	110	98	105	2	103
Cn1c(=O)c(=O)n(C)c2cc(S(=O)(=O)CCC(=O)Nc3ccc(C(F)(F)F)cc3)ccc21	0	99	96	111	92	104	8	102
CCOC(=O)C1CCN(C(=O)Cc2cccc3ccccc23)CC1	3	103	100	90	98	97	-8	98
COc1ccc(N(CC(=O)NCCSc2ccccn2)S(=O)(=O)c2ccccc2)cc1OC	1	?	?	104	?	?	0	?
CC(=O)Nc1ccc(OCC(O)Cn2nc(C)c(C(C)=O)c2C)cc1 (stereo not drawn)	4	100	103	85	95	102	11	107
CCOc1c(C)cc2[nH]c(CCC(=O)O)nc2c1C	3	105	95	95	99	98	0	104
CCOC(=O)CCP(=O)(O)C(O)(c1ccccc1)c1ccccc1	0	92	99	96	93	95	4	91
NS(=O)(=O)c1cccnc1Nc1c(Cl)cccc1Cl	2	96	102	116	108	100	10	100
CC(=O)c1cccc(NC(=S)N2CCC(Cc3ccccc3)CC2)c1	7	98	102	85	105	98	6	98
CC(=O)OCCNc1nc(-c2ccccc2)nc2ccccc12	0	106	110	102	102	109	20	109
CS(=O)(=O)N1CCN(C(=O)Cc2cccs2)CC1	3	103	101	99	104	102	-103	105
C=CCNc1nnc(Cl)c2ccccc12	0	92	103	105	102	98	3	99
CCn1c(CNC(=O)c2ccccc2F)nnc1SCC(=O)NC1CCCCC1	1	101	99	92	83	101	5	102
N=c1c2c(-c3ccccc3)c(-c3ccccc3)n(Cc3ccccc3)c2ncn1CCO	0	103	113	103	109	111	5	104
O=C1CSC2=NCN(c3ccccc3)CN12	2	.	96	108	93	100	3	95
O=C(CSc1nc2ccccc2[nH]1)NC(=O)NCc1ccco1	4	101	99	96	93	97	8	97
O=S(=O)(Nc1ccc(Br)cn1)c1ccc(Cl)s1	0	92	99	114	100	101	-4	89
CC(C(=O)Nc1ccccc1C(=O)N1CCOCC1)N(c1ccccc1)S(C)(=O)=O (stereo not drawn)	38	86	90	94	92	89	6	90
NC(N)=NN=C1c2ccccc2-c2ccccc21	1	97	99	99	90	100	0	98
N#CC1=C(N)C(C#N)(C#N)[C@H](c2ccncc2)[C@H]2CC3(CC=C12)OCCO3	0	110	100	103	99	104	7	108
NC(=O)COC(=O)c1ccc2c(c1)S(=O)(=O)N=C1CCCCCN12	0	98	93	107	90	100	6	99
COc1ccc2nc(CNC(=O)C3CCC(=O)N(CCc4ccccc4)C3)[nH]c2c1 (stereo not drawn)	0	.	83	84	70	96	-7	93
CCN(CC(=O)NC1CCS(=O)(=O)C1)S(=O)(=O)c1ccccc1 (stereo not drawn)	0	103	106	96	106	104	-15	106
COc1cc(C(=O)NNC(=O)COc2cccc(F)c2)ccc1OCC(=O)N1CCOCC1	1	93	100	113	105	98	11	98
COc1ccc(C(=O)NNC(=O)CSc2nnnn2C)cc1	0	94	90	99	92	87	1	80
CCCOC(=O)Nc1ccccc1C(N)=O	0	89	93	105	90	92	4	88
N=c1oc2cc(O)ccc2cc1C(=O)Nc1ccc(Cl)cc1	3	?	227*[may fluoresce violet]	50*	76[may fluoresce violet]	38*[may fluoresce violet]	22	?
CN(CC(=O)Nc1ccc(F)c(Cl)c1)S(=O)(=O)c1ccc2c(c1)n(C)c(=O)c(=O)n2C	4	98	105	109	103	103	12	101
CCOC(=O)c1ccc(-c2ccc(/C=N/NC(=O)c3cncc(Br)c3)o2)cc1	0	103	101	119	115	101	-10	107
O=C(CN1C(=O)c2cccc3cccc1c23)NCc1cccnc1	1	106	104	105	97	100	3	102
NS(=O)(=O)c1ccc(CNC(=O)Cc2cccs2)cc1	2	105	103	116	88	104	-5	101
CN(CCc1ccccc1)C1CCCN(C(=O)Cn2cccn2)C1 (stereo not drawn)	1	104	103	104	115	103	8	102
Cc1oc(-c2ccccc2)nc1C(=O)OCC(=O)NCc1ccccc1	2	90	92	122	102	98	3	95
COc1ccc(NC(=S)N2CCC(Cc3ccccc3)CC2)cc1OC	0	98	99	89	92	108	5	95
